# Screening results: PubChem, several laboratories
# NF-kB neuron act: activators of NF-kB expression in neurons, primary screen, cell-based, HTS | human neuronal cells, NF-kB reporter expression; active compounds read high | fold change at 12.5 µM | actives 1.6% (n = 190,000) | AID 1239, 2008; in the data active means fold change above about 3.3
# STAT1 act: STAT1 signaling activators, primary screen, cell-based, HTS, luciferase reporter. NIH 3T3 STAT1-luciferase reporter, IFN-gamma, luminescence; 100% = IFN-gamma alone, no compound. activation (% of control), % at 5.5 µM. actives 2.6% (n = 200,000);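 active means activation above the screen-wide mean activation plus 3 SD, cut at about 130% in these data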;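 further: raw ratio to IFN-gamma control signal so 100% means no change and 0% no light; values of inactives mirror those of a sister screen read the other way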
# FLuc inh counter: firefly luciferase enzyme inhibitors, primary screen, artefact control for luciferase-based inhibitor screens, biochemical, luminescence, ATPLite. Luciferin 4-monooxygenase (Photinus pyralis), P08659. 10 min. inhibition, % at 10 µM. actives 1.5% (n = 200,000);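 active means inhibition above about 50% when tested at 10 µM, limit read from the data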
# Target sequence (P08659 whole entry, looked up): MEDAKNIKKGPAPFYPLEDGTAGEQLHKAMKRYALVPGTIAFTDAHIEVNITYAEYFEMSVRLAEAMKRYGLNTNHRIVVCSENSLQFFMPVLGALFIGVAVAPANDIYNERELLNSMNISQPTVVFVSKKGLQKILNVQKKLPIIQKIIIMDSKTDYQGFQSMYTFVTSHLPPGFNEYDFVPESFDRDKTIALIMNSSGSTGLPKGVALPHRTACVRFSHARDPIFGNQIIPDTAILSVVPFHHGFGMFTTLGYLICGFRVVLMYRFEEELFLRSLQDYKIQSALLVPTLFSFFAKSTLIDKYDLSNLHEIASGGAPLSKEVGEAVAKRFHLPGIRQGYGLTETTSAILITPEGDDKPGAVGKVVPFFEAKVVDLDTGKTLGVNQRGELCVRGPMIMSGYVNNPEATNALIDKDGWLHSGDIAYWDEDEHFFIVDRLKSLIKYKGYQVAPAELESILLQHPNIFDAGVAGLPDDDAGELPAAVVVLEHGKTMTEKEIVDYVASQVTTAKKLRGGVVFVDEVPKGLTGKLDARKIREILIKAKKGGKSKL
# FLuc stim CS: FLuc activators, initial screening, artefact control for FLuc-dependent activation tests, biochemical, ATPlite luminescence; Luciferin 4-monooxygenase (Photinus pyralis), P08659; ATPlite luciferase biochemical, 10 min; 0 = ATP-free wells, 1 = DMSO control; activation factor at 10 µM; 200,000 tested, under 10 active;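 active means luciferase activation factor, scaled between plate controls, of at least 2 with compound at 10 µM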
#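 test system = cell-free luciferase reagent | medium = PBS as buffer for the ATP substrate | dosing = test compounds dosed from 2 mM stocks in 100% DMSO | incubation = 10 min at ambient temperature | detection = luminescence measurement of luciferase light output | benchmarks = low control with PBS replacing ATP, high control enzyme plus ATP without compound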
# G6PDH counter: L. mesenteroides G6PDH inhibitors, counter-screen for G6PDH-coupled screening assays, biochemical, Leuconostoc mesenteroides enzyme; glucose-6-phosphate dehydrogenase [Leuconostoc mesenteroides]; Purified L. mesenteroides G6PDH, diaphorase/resazurin coupled fluorescence, 45 min; inhibition, % at 5 µM; actives 0.12% (n = 200,000); AID 1020, 2008; in the data active means inhibition above about 50%
# APP 5'UTR act: activators of APP 5'UTR luciferase reporter, primary screen, SH-SY5Y cells. SH-SY5Y APP 5'UTR luciferase reporter, luminescence; zero percent = DMSO vehicle wells. activation, % at 2 µM. actives 1% (n = 190,000);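 active means activation above a set limit, based on mean plus 3 SD of controls, cut at about 140% in these data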; further: values of inactives mirror those of a sister screen read the other way
# APP 5UTR inh: inhibitors of APP translation via 5'UTR reporter, primary screen, APP 5'UTR luciferase, SH-SY5Y cells | inhibition, % at 2 µM | actives 0.82% (n = 190,000) | SH-SY5Y APP 5'UTR-luciferase reporter, luminescence | AID 1285, 2008;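 active means inhibition above a set limit, derived from the sample mean plus 3 SD, cut at about 45% in these data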; further: values of inactives mirror those of a sister screen read the other way
# Diaph act CS: compounds boosting diaphorase resazurin reduction – biochemical, uHTS, resorufin fluorescence, counter-screen for diaphorase-coupled primary assays, primary screen; activation factor at 20 µM; actives 0.005% (n = 190,000); Diaphorase/resazurin coupled assay, 16 min; active compounds read high; 1 = vehicle wells, 0 = NADH-free wells; AID 1229, 2008;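 active means diaphorase activity raised at least twofold by the compound at 20 µM; inactive means activation factor below 2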
#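 Assay system: Purified diaphorase enzyme from Clostridium kluyveri | Amount: Enzyme 0.07 U/mL final | Dosing: Compound 20 µM once, DMSO 1% | Timing: 16 min reaction at room temperature | Detection: Fluorescence, excitation 544 nm and emission 590 nm | Evaluation: Higher resorufin formation from activation or reduction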
# Diaphorase inh: diaphorase inhibitors and chemical oxidizers, primary screen, counter-screen for diaphorase-coupled primary assays, biochemical, uHTS, resorufin fluorescence; diaphorase resazurin-to-resorufin fluorescence, NADH, 16 min; bacterial (C. kluyveri) enzyme, not human; inhibition, % at 20 µM; actives 0.69% (n = 190,000); AID 1217, 2008;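 active means primary screen inhibition at 20 µM above a set limit, cut at about 50% in these data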;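 further: plate controls were DMSO with full reaction for no effect and wells lacking NADH for full effect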
#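 Test system: bacterial diaphorase enzyme (C. kluyveri); Quantity: 0.14 U/mL diaphorase, enzyme working solution; Times: reaction incubation of 16 min at room temperature; Measured by: fluorescence of resorufin formed from resazurin, Ex 544/Em 590 nm; Benchmarks: positive control minus NADH, DMSO neutral control.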
# TLR4-MyD88 BLA: inhibitors of TLR4-MyD88 association in cells, primary screen, cell-based, HeLa CL3-4, BLA complementation, FRET ratio; HeLa CL3-4 TLR4/MyD88 BLA complementation; inhibition, % at 8.4 µM; actives 0.18% (n = 200,000); in the data active means inhibition above about 25%;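 further: 0% = vehicle and 100% = reference inhibitor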
# Active calls of the source: *; . = not tested or not shown.
SMILES,NF-kB neuron act,STAT1 act,FLuc inh counter,FLuc stim CS,G6PDH counter,APP 5'UTR act,APP 5UTR inh,Diaph act CS,Diaphorase inh,TLR4-MyD88 BLA
CCc1sc(C(=O)NCCc2ccc(S(N)(=O)=O)cc2)cc1Br,1.15,100.3,-3.0,1,6.3,2.0,-2.0,0.9,9.4,-1.8
N#Cc1cccnc1Nc1ccc(Cl)cc1,1.05,100.8,-9.1,1.1,17.4,1.1,-1.1,0.9,12.5,-4.7
CCOC(=O)CC1C(=O)NCCN1C(=O)c1cccc(C(F)(F)F)c1 (stereo not drawn),1.03,91.8,-3.7,1,2.2,-3.8,3.8,0.9,7.5,4.0
Cc1cc(C)nc(SCc2cc(=O)c(OC(=O)c3ccc(S(=O)(=O)N4CCCC4)cc3)co2)n1,1.11,94.4,-2.9,1,1.6,5.0,-5.0,1,3.4,6.8
Cc1ccc(NC(=O)c2ccco2)c([N+](=O)[O-])c1,.,138.8*,14.8,0.9,4.3,38.6,-38.6,1.2,-15.9,-29.4
CCc1ccc(N2CC(C(=O)N/N=C/c3cccc([N+](=O)[O-])c3)CC2=O)cc1 (stereo not drawn),1.21,102.4,-2.3,1,1.1,3.1,-3.1,1.1,-7.6,-6.3
O=c1c2cnn(-c3ccccc3)c2nc(-c2cccs2)n1-c1ccc(Br)cc1,1.79,107.2,-8.9,1.1,1.0,1.0,-1.0,0.8,19.3,-12.0
CCOC(=O)N1CCC(NC(=O)CSCc2nc(-c3ccc(OC)c(OC)c3)oc2C)CC1,0.97,87.2,-3.5,1,2.8,3.8,-3.8,0.9,13.5,5.8
Fc1ccc(-c2onc3ccc(C4OCCO4)cc23)cc1,1.34,109.1,24.7,0.8,-5.0,26.4,-26.4,1,4.5,-3.9
Cc1n[nH]c(C)c1S(=O)(=O)N(CC(=O)Nc1ccc2c(c1)OCCO2)c1ccc(C(C)C)cc1,0.45,91.3,-3.5,1,9.7,-16.5,16.5,0.9,10.1,-15.6
CC(C)(C)NC(=O)Cn1c(=O)oc2cc(S(=O)(=O)N3CCc4ccccc43)ccc21,1.03,97.4,-5.6,1.1,2.0,10.9,-10.9,0.9,9.4,-8.4
O=C1CC(NNC(=O)c2ccccc2)C(=O)N1 (stereo not drawn),0.99,105.5,-11.8,1.1,1.5,3.7,-3.7,0.8,16.5,-2.8
CCOC(=O)c1cnc2c(OC)cccc2c1N1CCN(c2ccc(OC)cc2)CC1,0.37,95.6,-4.3,1,-23.6,-0.4,0.4,0.8,16.1,-3.0
O=C(O)c1cn(-c2ccccc2)nc1-c1cccnc1,1.09,102.6,-1.4,1,12.7,-11.0,11.0,0.9,5.2,-0.1
O=C(Nc1ccc(Cl)cc1)C(c1ccccc1)N1CCOCC1 (stereo not drawn),0.79,105.3,-1.0,1,2.3,6.7,-6.7,0.9,5.8,-3.0
Oc1csc(Cc2nc(-c3ccccc3F)cs2)n1,1.9,143.7*,0.9,1,-2.9,18.2,-18.2,0.9,9.6,1.7
Cc1c(C(=O)NCc2ccccc2)oc2c1C(=O)CCC2,1.38,93.8,-3.6,1,3.5,-10.8,10.8,0.8,16.9,5.5
O=C(CSc1ccc(-c2cccnc2)nn1)c1ccc([N+](=O)[O-])cc1,1.05,103.1,-7.9,1.1,1.0,-13.5,13.5,0.7,30.6,-6.4
Cc1occc1-c1nnc(SCC(=O)Nc2ccccc2)n1C,1.19,97.9,-5.6,1.1,5.8,-28.2,28.2,0.2,77.9*,9.2
COC(=O)C1(C(=O)OC)Sc2ccccc2C1=O,1.02,93.6,-8.5,1.1,-3.9,2.3,-2.3,0.8,17.8,-1.3
Cc1ccc(NC(=O)COC(=O)C2(c3ccc(Cl)cc3)CCCC2)cc1,0.82,98.6,-6.2,1.1,9.1,7.5,-7.5,0.8,18.7,-5.1
O=C(Nc1ccc(-c2cn3ccsc3n2)cc1)C1CCCC1,4*,122.8,88.0*,0.1,0.7,126.6,-126.6,0.9,7.5,-2.0
Cc1nc(-c2ccncc2)sc1C(=O)Nc1ccc(Br)cc1,1.08,99.8,-2.0,1,2.8,2.8,-2.8,0.8,19.6,1.9
Cn1cccc1Cc1nnc(SCC(=O)NC2CCCCC2)n1CCc1ccccc1,1,104.7,-7.1,1.1,-7.0,23.2,-23.3,1.1,-6.4,3.5
Cc1ccc(-n2c(C)cc(C(=O)CSc3nncs3)c2C)cc1,5.42*,129.4*,53.7*,0.5,6.7,139.2*,-139.3,0.9,6.2,-5.0
COc1ccc(C(=O)Cc2ccc(OC)c(OC)c2)c(OC)c1,1.29,95.9,2.0,1,0.1,-21.1,21.1,0.9,9.5,-1.7
CCC(C)NC(=O)CSc1nnc(-c2cc(-c3ccc(C)cc3)nc3ccccc23)n1N (stereo not drawn),0.98,104.0,4.9,1,-2.0,6.3,-6.3,0.9,5.9,11.2
Cc1cccc(CN2CCN(Cc3ccc4nonc4c3)CC2CCO)n1 (stereo not drawn),1,86.7,-7.5,1.1,12.5,12.8,-12.8,0.9,9.9,-0.1
CNC(=S)NCc1ccc2[nH]c3c(c2c1)CCCC3,1.01,113.3,-2.7,1,5.2,-1.3,1.3,1.1,-9.5,-14.9
COC(=O)/C=C1\S/C(=N/N=C/c2ccco2)NC1=O,1.03,103.0,1.8,1,1.5,1.6,-1.6,1,4.6,4.0
CCn1c(CSc2nc(C)cc(C)n2)nnc1SCC(=O)Nc1cccc2ccccc12,1.02,101.7,-3.4,1,-4.2,0.5,-0.5,0.9,12.3,0.2
O=C1CN(C(=O)COC(=O)/C=C/c2ccc(OC(F)F)cc2)c2ccccc2N1,0.99,106.3,-0.4,1,-4.8,-23.5,23.5,1,4.7,-4.9
CCOc1cc(CNC2CCCC2)cc(Cl)c1OCc1ccc(F)cc1,0.95,97.5,0.7,1,-6.0,-10.7,10.7,1.1,-11.6,-0.5
Cc1cc(S(=O)(=O)NC2CCCCC2)ccc1OCC(=O)NCC1CCCO1 (stereo not drawn),0.91,97.0,-6.8,1.1,5.9,-3.0,3.0,1,-2.4,-0.6
CCN(C(=O)/C=C/c1ccc2c(c1)OCO2)c1ccccc1,1.46,109.1,-0.2,1,19.1,-2.1,2.1,0.9,11.1,-9.1
Cc1cc(=O)[nH]c(N/N=C/c2ccc(OC(=O)c3ccco3)cc2)n1,0.99,106.5,-3.8,1,-27.7,-3.5,3.5,0.9,7.5,-19.0
CCC(c1nnnn1C(C)(C)CC)N(CCCN1CCOCC1)Cc1cc2cccc(C)c2[nH]c1=O (stereo not drawn),0.92,104.8,-2.3,1,2.8,-1.7,1.7,0.8,19.1,-7.9
S=c1[nH]nc(COc2ccc(Cl)cc2)o1,0.98,103.0,33.2,0.7,1.5,-12.4,12.4,1,2.9,-6.6
Cc1ccc(C)c(NC(=O)c2cc(-c3ccccc3)nn2-c2ccccc2)c1,0.97,98.4,-0.7,1,-20.3,-1.4,1.4,0.8,23.3,-3.5
COc1ccc(NC(=O)CSc2ccccn2)cc1,1.92,118.8,8.2,0.9,3.3,2.9,-2.9,1.1,-9.5,5.0
N#CC1=C(N)Oc2cc(O)ccc2C1c1ccncc1 (stereo not drawn),0.9,95.8,-4.7,1,5.9,2.1,-2.1,0.9,10.0,2.7
COc1ccccc1CNC(=O)COC(=O)c1ccc(S(=O)(=O)N2CCCC2)cc1,1.11,109.3,-0.7,1,11.4,-1.2,1.2,0.9,12.5,-10.3
O=C(c1ccccc1)N(Nc1ccccc1)c1ccccc1,1.06,105.1,-2.2,1,15.2,-3.3,3.3,0.9,12.5,11.3
CCN(CCCNC(=O)C1CCCN(S(=O)(=O)c2cnc[nH]2)C1)c1ccccc1 (stereo not drawn),0.94,97.5,-4.0,1,0.2,-6.0,6.0,0.8,16.8,-8.2
CCc1ccccc1NC1=NCC(=O)N1Cc1ccc2c(c1)OCO2,1.21,92.5,-3.4,1,0.3,-5.7,5.7,0.8,17.8,8.1
C/C=C/c1ccc(OCCCNC2CCCC2)c(OC)c1,0.76,92.1,-0.3,1,13.6,-2.6,2.6,1,0.3,-11.8
CC(C)CC(=O)Nc1ccc(Oc2ccc(NC(=O)CC(C)C)cc2)cc1,1.07,100.9,-4.4,1,1.0,2.1,-2.1,1.1,-8.3,-6.0
C=CCNc1nc(Cl)nc(Nc2ccc(OC)cc2OC)n1,1.81,104.1,-3.2,1,8.5,0.8,-0.8,0.9,11.2,-14.0

# 2 compounds drawn at random from the list so far:
SMILES,NF-kB neuron act,STAT1 act,FLuc inh counter,FLuc stim CS,G6PDH counter,APP 5'UTR act,APP 5UTR inh,Diaph act CS,Diaphorase inh,TLR4-MyD88 BLA
CCN(CCCNC(=O)C1CCCN(S(=O)(=O)c2cnc[nH]2)C1)c1ccccc1 (stereo not drawn),0.94,97.5,-4.0,1,0.2,-6.0,6.0,0.8,16.8,-8.2
Cc1ccc(C)c(NC(=O)c2cc(-c3ccccc3)nn2-c2ccccc2)c1,0.97,98.4,-0.7,1,-20.3,-1.4,1.4,0.8,23.3,-3.5

# Continuation.
SMILES,NF-kB neuron act,STAT1 act,FLuc inh counter,FLuc stim CS,G6PDH counter,APP 5'UTR act,APP 5UTR inh,Diaph act CS,Diaphorase inh,TLR4-MyD88 BLA
COc1ccccc1CC1(C)NC(=O)N(CC(=O)N2CC(C)OC(C)C2)C1=O (stereo not drawn),1.06,95.2,-4.6,1,0.1,6.0,-6.0,0.8,22.9,3.5
Cc1ccc(OCC(=O)OC2CCS(=O)(=O)C2)cc1 (stereo not drawn),1.1,103.0,-5.1,1.1,0.7,-10.0,10.0,0.9,7.7,0.9
CC(C)Sc1nnc2n(CCc3ccccc3)c(=O)c3c4c(sc3n12)COC(C)(C)C4,.,97.5,.,.,.,-17.7,17.7,.,.,-7.0
CC(C)c1ccc(NC(=O)NCc2ccc(F)cc2)cc1,1.14,94.4,-2.7,1,4.8,24.1,-24.1,1,1.0,5.6
